Screening data (PubChem BioAssay)
VLA-4 inh: inhibition in a human VLA-4 binding assay | P13612 | VLA-4 expressing cells, ligand binding flow cytometry | inhibition, % (about 7 µM as worked out from the volumes in the protocol) | actives 0.2% (n = 330,000) | AID 2557; in the data active = inhibition above about 50%
CIT2 TOR yeast: modulators of TOR pathway CIT2-GFP in S. cerevisiae; GFP response vs DMSO, % at 10 µM; actives 0.065% (n = 320,000); S. cerevisiae CIT2-GFP strain, flow cytometry, 3 h; 100 means same as DMSO wells;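 active = GFP response relative to DMSO above a set limit, near the screen mean plus 3 SD, cut at about 150% in these data; inconclusive = Fewer than 70 cells measured for a yeast strain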;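 also: ratio of well median GFP fluorescence to mean of DMSO wells on the plate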
GLD-1 RNA inh: GLD-1-TGE RNA interaction inhibition (C. elegans). inhibition, % at 5.96 µM. purified GLD-1 + fluorescein TGE RNA, fluorescence polarization. Q17339. AID 2280. actives 0.44% (n = 320,000);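 active = percent inhibition above a per-plate cutoff, the plate mean of test compounds plus 3 SD, cut at about 30% in these data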;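 also: 0% = DMSO wells with GLD-1 and probe and 100% = wells lacking GLD-1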
Target sequence (Q17339 whole entry, looked up): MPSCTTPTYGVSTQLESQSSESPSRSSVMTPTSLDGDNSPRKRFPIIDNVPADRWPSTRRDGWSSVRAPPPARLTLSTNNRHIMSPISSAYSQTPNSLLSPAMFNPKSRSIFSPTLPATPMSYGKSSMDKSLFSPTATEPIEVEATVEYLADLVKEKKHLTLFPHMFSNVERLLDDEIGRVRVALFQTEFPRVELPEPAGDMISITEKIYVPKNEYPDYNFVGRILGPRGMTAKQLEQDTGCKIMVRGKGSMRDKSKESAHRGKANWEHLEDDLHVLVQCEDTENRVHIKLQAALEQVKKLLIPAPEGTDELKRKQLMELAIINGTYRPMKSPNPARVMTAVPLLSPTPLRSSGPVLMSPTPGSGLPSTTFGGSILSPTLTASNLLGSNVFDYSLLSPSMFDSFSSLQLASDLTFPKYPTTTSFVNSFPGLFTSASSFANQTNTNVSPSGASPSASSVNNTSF
GRK2 inh: human GRK2 inhibition via aptamer displacement. inhibition of aptamer binding, % at 10 µM. bead flow cytometry, FAM-aptamer displacement from GRK2. P25098. actives 0.59% (n = 330,000). AID 488847;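 active = inhibition of aptamer binding above 40%, roughly 3 SD of noise, on plates passing a quality check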;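 also: median bead fluorescence of bound FAM aptamer so fluorescent compounds give negative values; no value below 0 was filed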
Fam108B inh: Fam108B inhibition, counter-screen for RBBP9 inhibitors; recombinant Fam108B, FP-Rh probe fluorescence polarization; actives 0.33% (n = 300,000); inhibition, % at 9.51 µM; AID 1947;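 active = inhibition above the screen mean inhibition plus 3 SD, computed separately per campaign, cut at about 18% in these data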;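 also: inhibitors lower polarization as less probe binds the enzyme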
MCL1 BIM primary: inhibitors of human MCL1 binding to BIM-BH3 peptide; GST-MCL1 / FITC-Bim-BH3 fluorescence polarization; inhibition, % at 10.9 µM; actives 0.68% (n = 320,000); AID 2057;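 active = inhibition above the mean inhibition of all tested compounds plus 3 SD, set per campaign, cut at about 40% in these data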;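 also: 0% = DMSO wells and 100% = unlabeled Bim-BH3 peptide control; higher means more loss of mP so more displacement of Bim peptide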
BCLXL inh: Bcl-xL (human) inhibition; actives 0.7% (n = 320,000); inhibition, % at 10.9 µM; GST-Bcl-xL / FITC-Bim BH3 peptide fluorescence polarization;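 active = inhibition above the mean of all tested compounds plus 3 SD, cutoff set per campaign, cut at about 30% in these data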;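 also: 0% = DMSO wells and 100% = unlabeled Bim-BH3 peptide competitor; inhibitors lower millipolarization by displacing the labeled peptide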
MEX-5 binding: C. elegans MEX-5 TCR-2 RNA binding activity; MEX-5/FITC-TCR2 RNA binding, fluorescence polarization; hits give low values; activity score (negative = inhibition of binding), % at 10 µM; actives 0.38% (n = 300,000); AID 1832;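 active = inhibition past about -25% in most replicates, and total fluorescence under double the plate's negative control median, limit read from the data; inconclusive = replicates evenly split on the limit, or fluorescence at least double controls; inactive = too little inhibition in most replicates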;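 also: 0% = DMSO and -100% = 5 µM competing unlabeled TCR2 RNA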
Target sequence (Q9XUB2 whole entry, looked up): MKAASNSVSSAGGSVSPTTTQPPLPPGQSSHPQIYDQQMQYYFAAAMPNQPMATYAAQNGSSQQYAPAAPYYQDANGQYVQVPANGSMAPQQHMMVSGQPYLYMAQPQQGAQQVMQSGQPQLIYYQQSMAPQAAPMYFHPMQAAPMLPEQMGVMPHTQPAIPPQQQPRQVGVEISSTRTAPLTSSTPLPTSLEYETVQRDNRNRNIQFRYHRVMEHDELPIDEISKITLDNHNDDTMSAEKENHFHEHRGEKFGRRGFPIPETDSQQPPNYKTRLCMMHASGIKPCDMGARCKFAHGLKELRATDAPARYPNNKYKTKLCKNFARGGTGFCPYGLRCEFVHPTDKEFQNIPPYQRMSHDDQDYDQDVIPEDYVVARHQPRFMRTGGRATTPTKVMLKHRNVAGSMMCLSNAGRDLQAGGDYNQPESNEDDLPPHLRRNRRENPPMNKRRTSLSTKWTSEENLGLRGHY
AGP1-GFP MLPCN: yeast TOR pathway AGP1-GFP modulation; S. cerevisiae AGP1-GFP multiplex flow cytometry, 3 h; GFP as percent of DMSO wells; GFP response vs DMSO, % at 10 µM; actives 0.02% (n = 320,000); AID 2066;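 active = GFP response relative to DMSO above a set limit, near screen average plus 3 SD, cut at about 150% in these data; inconclusive = fewer than 70 cells counted for the yeast strain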;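 also: median GFP channel fluorescence of the gated AGP1 strain per well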
* marks the source's active call; other numbers are inactive results; u = inconclusive; x = not tested or not shown. Compounds as they come; any-hit rate near 2.2%.

SMILES	VLA-4 inh	CIT2 TOR yeast	GLD-1 RNA inh	GRK2 inh	Fam108B inh	MCL1 BIM primary	BCLXL inh	MEX-5 binding	AGP1-GFP MLPCN
CCC(C)[C@H](NC(=O)N1CC(=O)Nc2ccccc21)C(=O)Nc1ccccc1C (some centres undefined)	5.1	102.0	-0.3	1.0	-1.1	-2.7	5.4	-0.8	105.5
C=CCN(CC=C)CCOc1cc(C)ccc1[N+](=O)[O-]	0.5	102.3	-2.6	0.0	6.9	9.1	3.1	-1.2	103.4
CC1CN/C(=C\C(=O)c2ccc(Br)cc2)C(=O)N1 (centres undefined)	10.8	102.5	6.5	0.0	-3.6	2.0	1.5	0.7	105.2
COc1ccc(C(=O)CC(=O)C(=O)Nc2cc(Cl)c(OC)cc2OC)cc1	5.3	83.4	5.0	0.0	0.2	-1.7	6.2	0.2	100.7
CCCN(C(=O)C(=O)Nc1ccc2nc3n(c(=O)c2c1)CCCCC3)c1ccc(OCC)cc1	-4.5	89.4	1.2	0.0	1.8	5.3	3.6	0.0	96.3
CN1CCN(Cc2nc(-c3cccs3)no2)CC1c1ccccc1 (centres undefined)	-0.7	102.0	-5.3	0.0	1.2	13.0	5.0	-1.6	104.9
N/C(=N\OC(=O)CCc1ccccc1)c1ccc(Br)cc1	4.2	x	4.9	0.0	-1.1	-4.4	1.3	-1.4	80.0
Cc1ccc(NC(=O)CCNC(=O)c2ccccc2Cl)nc1	0.3	98.2	x	0.0	x	x	x	-0.5	104.2
COc1ccc(CCNCC(=O)Nc2ccc(OC(F)F)cc2)cc1	2.6	104.1	-0.5	1.0	-0.3	-6.5	4.3	1.2	96.4
C/C(=N\NC(=O)c1ccc(C)cc1C)c1ccc(-n2ccnc2)cc1	-8.2	106.1	-0.7	1.0	0.7	6.4	7.2	-0.1	106.2
Cc1ccc(C)c(N2CC(C(=O)O)CC2=O)c1 (centres undefined)	3.2	99.9	8.2	1.0	-0.4	2.8	3.6	4.0	102.3
CSc1ccc(Cn2nnc(C(=O)NCc3ccccc3)c2N)cc1	-12.6	99.7	9.8	0.0	-1.1	4.8	5.6	2.5	105.2
CCOC(=O)CSc1nc2c(sc(=S)n2-c2ccccc2)c(=O)n1-c1ccc(OC)cc1OC	-7.8	103.9	0.5	0.0	0.1	3.6	4.4	-0.8	100.9
Cc1ccc(SCC(=O)N2CC(C)OC(C)C2)cc1 (centres undefined)	-2.2	93.7	0.3	0.0	0.5	7.9	2.9	0.4	95.5
CCC(C)c1c(O)nc(SCC(=O)c2ccccc2)[nH]c1=O (centres undefined)	-4.2	102.5	2.7	0.0	2.1	4.0	7.2	-0.4	106.2
Cc1ccc(C)c(OCCn2cc(/C=C(\C#N)C(=O)NCc3ccco3)c3ccccc32)c1	28.4	91.7	4.8	0.0	-0.2	10.9	3.2	-1.2	121.8
COc1cccc(N2CCN(CC(=O)Nc3ccc(S(=O)(=O)N4CCCCCC4)cc3)CC2)c1	0.0	104.8	-3.8	0.0	x	-0.4	-4.5	x	104.5
Cc1c(Cl)cccc1NC(=O)CNC(=O)Cc1n[nH]c(=O)c2ccccc12	9.8	98.3	1.8	4.0	x	x	x	x	100.9
CCN(CC(=O)N1CCOCC1)S(=O)(=O)c1ccc(C)cc1	28.8	104.8	0.0	0.0	-0.4	-1.6	1.4	1.8	x
C/C(Cn1nnc2ccccc21)=N\NC(=O)c1cccc(Br)c1	-22.9	102.1	1.2	0.0	2.8	13.9	-5.1	0.7	100.4
O=C(N/N=C/C=C/c1ccco1)c1ccncc1	3.1	103.1	-0.7	3.0	3.6	12.1	8.2	-6.7	111.5
Cc1ccc(C)c(C(=O)CSc2nc3ccccc3c(=O)[nH]2)c1	-5.5	97.0	0.5	2.0	-4.1	5.7	2.3	-5.1	97.4
COc1ccc(S(=O)(=O)N2CCCCCC2)cc1N	7.4	104.7	-3.9	0.0	1.8	7.8	3.3	3.9	89.6
COc1ccc(CN2CCNC(=O)C2CC(=O)NCCSc2nccn2C)cc1OC (centres undefined)	3.7	113.9	1.2	3.0	1.1	7.5	7.0	-1.6	101.8
COc1ccc(/C=N/OC(=O)Nc2ccccc2OC)cc1	-1.1	92.9	-1.6	0.0	0.5	-3.5	-2.6	-0.5	87.5

Later entries:
SMILES	VLA-4 inh	CIT2 TOR yeast	GLD-1 RNA inh	GRK2 inh	Fam108B inh	MCL1 BIM primary	BCLXL inh	MEX-5 binding	AGP1-GFP MLPCN
COc1ccc(-c2cc(-c3c(O)c(OC)c4occc4c3OC)[nH]n2)cc1OC	7.3	x	6.5	0.0	23.4*	2.5	7.0	0.9	85.8
Cc1ccc(N(CC(=O)N/N=C/c2cccs2)S(C)(=O)=O)cc1Cl	11.2	105.0	1.4	2.0	3.7	3.4	-1.1	1.9	104.3
COc1ccccc1NC(=O)COC(=O)CCC1CCCC1	6.7	111.6	8.9	0.0	x	x	x	x	94.3
CCCCN(C)C(=O)c1nc2ccccn2c1CN1CCN(c2ncccn2)CC1	0.1	84.5	10.1	2.0	4.4	5.0	4.5	3.7	76.6
Cc1ccc(C(=O)Cn2c(C(=O)O)cc3ccccc32)cc1	-3.3	83.1	1.7	0.0	1.1	-0.9	8.2	-3.3	91.8
NC(N)=NS(=O)(=O)c1ccc(NC(=S)NC(=O)c2ccc3c(c2)OCO3)cc1	-0.7	94.8	3.8	0.0	0.0	7.8	8.0	1.1	100.0
COC(=O)C1=NN(c2ccccc2)C2(S1)SC(C(C)=O)=C(C)N2c1ccccc1 (centres undefined)	10.6	93.3	2.0	0.0	0.9	1.0	4.4	-1.2	96.9
Cn1c2c(c(=O)c3ccccc31)CCCC2	8.2	103.8	4.5	2.0	3.0	6.5	3.4	-3.2	104.0
CCc1nc2ccc(C(=O)NCCc3ccccc3OC)cc2nc1CC	4.6	100.0	-2.1	0.0	0.2	3.2	3.7	-1.3	98.0
COc1cccc(NC(=O)Cc2nnc(SCCOc3ccccc3)n2C)c1	16.8	99.2	-1.4	0.0	6.1	4.4	7.5	-2.6	98.5
CCCCCOC(=O)Cn1c(=O)oc2ccc(C)cc21	-5.3	95.8	-5.5	2.0	1.7	6.0	0.6	1.4	93.7
CON(c1nc(Cl)nc(N(C)C)n1)S(=O)(=O)c1ccccc1Cl	-1.6	110.5	2.9	0.0	0.8	10.6	10.6	-1.4	88.4
CSc1nc(C)c(CCOC(=O)c2cccc(Cl)c2)c(=O)[nH]1	-0.6	98.3	9.9	0.0	0.0	9.5	4.6	0.6	100.6
CC(=O)Nc1ccc(NC(=O)c2ccccc2S(=O)(=O)c2ccc([N+](=O)[O-])cc2)cc1	7.1	102.5	5.3	0.0	3.0	1.6	7.9	0.8	101.7
CC1(C)SCC2C(=O)N3C(CSC3(C)C)C(=O)N21 (centres undefined)	-3.3	104.1	7.0	0.0	-1.4	5.6	1.0	-0.1	106.8
Cc1ccc(CSc2nnc(-c3cccs3)n2C)cc1	5.5	94.4	1.1	0.0	2.0	6.2	6.2	0.9	99.2
COc1cc(C(=O)NCc2nnc(SCC(=O)c3ccc(Cl)cc3)o2)cc(OC)c1OC	7.5	103.1	1.7	3.0	1.2	4.6	2.8	x	106.5
NC1=NC(=O)C2(COC(c3ccccc3Cl)OC2)S1 (centres undefined)	6.2	95.7	-3.5	0.0	-0.9	-4.9	7.2	1.2	102.5
N=c1oc2cc(O)ccc2cc1C(=O)Nc1ccccn1	-15.0	u	6.6	0.0	-0.7	-6.7	9.2	x	u
CC(C)c1ccc(NC(=O)C2CCN(S(=O)(=O)c3ccc4c(c3)NC(=O)CO4)CC2)cc1	16.2	95.7	2.9	2.0	-4.8	-4.2	3.1	-1.4	103.2
c1ccc(-n2nnnc2OCCOc2nnnn2-c2ccccc2)cc1	2.8	94.3	-6.4	1.0	-1.8	1.0	5.8	-0.6	102.3
COc1ccc(C(=O)Nc2cc3c4c(c2)CC(=O)N4CCC3)cc1	6.7	108.6	3.7	0.0	3.2	5.6	7.5	2.1	121.1
CCn1c(CC(=O)Nc2ccccc2)nnc1SCC(=O)N1CCOCC1	0.8	87.4	2.5	0.0	-7.8	-4.5	-1.6	-0.8	88.0
c1ccc(NC2=NCCN2CC2CCCCCC2)cc1	8.4	103.3	-12.9	3.0	1.4	-4.2	0.9	x	111.0
C=CCOn1c(=O)c(-c2ccc(Br)cc2)[n+]([O-])c2ccccc21	-22.5	97.5	1.2	0.0	5.5	0.8	6.6	0.3	88.8

Continued:
SMILES	VLA-4 inh	CIT2 TOR yeast	GLD-1 RNA inh	GRK2 inh	Fam108B inh	MCL1 BIM primary	BCLXL inh	MEX-5 binding	AGP1-GFP MLPCN
O=c1c2ccccc2nc(-c2cccs2)n1-c1cccc2ccccc12	-3.7	103.3	5.9	3.0	-8.4	2.5	-1.8	-0.7	101.9
CC(=O)c1cccc(NC(=O)c2ccc(N(C)S(C)(=O)=O)cc2)c1	0.4	110.0	3.7	0.0	3.5	4.0	1.8	-1.1	105.5
COc1ccc(N2CCN(S(=O)(=O)CCNC(=O)c3ccco3)CC2)cc1	3.4	102.1	2.5	2.0	-1.6	1.3	10.3	2.6	90.2
CCCn1cnnc1CNC(=O)C1CCC(=O)N(CCCc2ccccc2)C1 (centres undefined)	7.4	106.9	1.9	2.0	0.9	-11.0	-1.9	-1.8	105.6
CCOc1ccccc1NC(=O)CN1C(=O)COc2ccccc21	-1.3	101.2	3.9	0.0	1.9	3.0	4.8	-1.8	98.1
Cc1nnc2ccc(-c3cccc(NC(=O)Cc4cccs4)c3)nn12	-1.0	103.2	2.6	3.0	0.3	10.4	-4.5	-5.6	108.4
COC(=O)CN1C(=O)CC(C)(C)S(=O)c2ccccc21 (centres undefined)	-4.8	102.5	3.4	0.0	-0.6	4.4	3.5	0.6	105.5
COC(=O)c1ccc(/C=C(\C#N)c2nc3ccccc3s2)cc1	-7.0	99.3	-85.3	0.0	-6.7	-66.8	-32.7	2.2	89.6
Cn1nc(C(F)(F)F)c(-c2ccc(F)cc2)c1NC(=O)c1cccnc1	-5.9	96.2	1.2	0.0	1.4	-2.2	3.0	0.9	99.3
COc1cccc(-c2ccc(=O)n(CC(=O)Nc3ccc(C(=O)N4CCCC4)cc3)n2)c1	14.1	93.9	-1.4	0.0	1.4	1.8	4.9	-1.3	104.5
Cc1ccccc1-n1c(SCc2cc(=O)n3ccccc3n2)nc2[nH]ncc2c1=O	7.8	85.0	-2.8	3.0	2.0	5.2	4.3	-3.4	86.4
Cc1[nH]n(-c2ccc([N+](=O)[O-])cc2)c(=O)c1C=NCCc1c(C)[nH]c2ccccc12	5.0	101.3	4.0	0.0	-2.4	-4.3	0.5	-0.7	90.3
O=C(COc1cccc(Br)c1)Nc1ccc(Cl)c(S(=O)(=O)N2CCOCC2)c1	3.3	102.4	6.1	30.0	x	x	x	x	95.8
Cc1ccc(-c2nnn(CC(=O)N3CCCCC3)n2)cc1	7.4	98.0	1.6	2.0	1.9	-1.0	3.6	1.2	95.2

3 structures from above, sorted by length of the SMILES, smallest number first:
SMILES	VLA-4 inh	CIT2 TOR yeast	GLD-1 RNA inh	GRK2 inh	Fam108B inh	MCL1 BIM primary	BCLXL inh	MEX-5 binding	AGP1-GFP MLPCN
CCOc1ccccc1NC(=O)CN1C(=O)COc2ccccc21	-1.3	101.2	3.9	0.0	1.9	3.0	4.8	-1.8	98.1
COC(=O)c1ccc(/C=C(\C#N)c2nc3ccccc3s2)cc1	-7.0	99.3	-85.3	0.0	-6.7	-66.8	-32.7	2.2	89.6
Cc1nnc2ccc(-c3cccc(NC(=O)Cc4cccs4)c3)nn12	-1.0	103.2	2.6	3.0	0.3	10.4	-4.5	-5.6	108.4
